# Yfh1-off respiration: enhancers of respiration in Yfh1-depleted yeast, dose response, Friedreich's ataxia, plus single-dose screen (AID 1465) | S. cerevisiae Yfh1-off respiration, WST-1 reduction, 72 h; higher fold induction means a stronger effect | fold induction at 50 µM; hits with a dose series show EC50 in µM | hit rate 0.074% among 220,000;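 active = fold induction of absorbance versus untreated yeast above a set limit, then at least 30% activation at any dose in follow-up; inconclusive = repeats straddling the limit, or above it without dose testing; inactive = fold induction below the set limit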;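 note: activators that raise dye reduction in frataxin-depleted yeast; strong numbers were not always called active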
# MT stabilizer: microtubule stabilizers in HeLa cells, primary screen, imaging, high-content imaging | HeLa tubulin immunostaining HCS, 24 h; share of cells brighter than vehicle mean+2SD | % tubulin-high responders, % at 10 µM | hit rate 0.83% among 200,000;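 active = plate Z-score above 3 for both tubulin-high and condensed-nucleus cell shares, with cell loss under 80%, at 10 µM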;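 note: anti alpha tubulin signal scored within the nucleus-defined area of each cell; some results filed as inactive read as strong as hits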
# AID2073: inhibitors of Mint1-CaV2.2 protein interaction, biochemical, HTRF (AID 2073) | HTRF protein-protein interaction, Mint1-CaV2.2; higher % means a stronger effect | hit rate 0.19% among 290,000 | one-dose inhibition, % at 20 µM; IC50 in µM for titrated hits; in the data active = inhibition mostly above about 51%, no sharp cut-off; inconclusive = no clear call, values can overlap the other calls; inactive = mostly below about 53%; note: some results filed as inactive read as strong as hits
# WT yeast gro inh: growth inhibition of WT strain, primary screen, mitochondrial fusion inhibitor project, WT and mutant strains, chemical genetic. mitochondrial fusion phenotypic screen. inhibition, % at 10 µM. hit rate 2.1% among 190,000. AID 1362, 2008; in the data active = inhibition above about 58%; tested in S. cerevisiae
# HIV peptide binding: inhibitors of HIV fusion peptide binding, primary screen, biochemical, uHTS, fluorescence dequenching (AID 1986). inhibition, % at 20 µM, or IC50 in µM where a hit was titrated. hit rate 0.3% among 290,000. cell-free peptide binding, fluorescence dequenching, 30 min; higher % means a stronger effect; in the data active = inhibition mostly above about 52%, no sharp cut-off; inactive = mostly below about 76%; note: some results filed as inactive read as strong as hits
# Dynein cargo inh: inhibitors of GR-EGFP nuclear translocation, primary screen, dynein cargo transport inhibitor project, imaging, high-content, 3617.4 mouse cells. test concentration mostly 20 µM; stimulated with dexamethasone, 1 µM; hits give low values. z-score, hits read low. hit rate 0.47% among 220,000;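 active = plate z-score of nuclear minus cytoplasmic receptor signal below a set negative limit, without overly bright fluorescence or cell loss, cut at about -3.5 in these data, passing the limit was not always enough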;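 note: z-score of nuclear minus cytoplasmic ring GR-EGFP intensity difference per well; some compounds called inactive have numbers as strong as hits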
#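 medium = tetracycline-free induction medium containing charcoal-stripped FBS | also added = 1.0 µM final dexamethasone stimulus | schedule = 48 h induction, 1 h compound, 30 min dex at 37 °C | technique = fixed, Hoechst-stained cells imaged at 10x for EGFP | measure = GR-EGFP nuclear translocation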
# Insulin prom up: insulin promoter activators in MIN6 cells, imaging, high-content screening, mouse beta cells; z-score at 5 µM; hit rate 0.3% among 190,000; AID 1625, 2009; MIN6 insulin promoter-GFP reporter; hits give high values;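 active = z-score above 3 at 5 µM with at least 500 cells counted in the well; inconclusive = wells under 500 cells, flagged as cytotoxic or low count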
# b-catenin transl: modulators of beta-catenin nuclear translocation, primary screen, imaging, HeLa cells, immunofluorescence, high-content | hit rate 0.3% among 190,000 | nuclear translocation activity, % at 5 µM;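 active = nuclear translocation activity above 50% at 5 µM, with a well cell count of 50 or more; inconclusive = wells under 50 cells across six images, flagged as toxic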;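 note: per-cell ratio of nuclear to cytoplasmic median beta-catenin stain intensity; plate controls were DMSO negative control for no effect and GSK-3 inhibitor IX positive control for full effect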
#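 Test system: human HeLa cells, native beta-catenin. Compound dosing: 5 µM primary single dose, 0.1% DMSO, 0.02–20 µM confirmation series. Incubation: compound exposure 24 h at 37°C. Detection: beta-catenin immunostaining with DAPI counterstain, 20x imaging, 6 fields/well. Read-out basis: Nuclear/cytoplasmic beta-catenin signal ratio, % activation.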
# Autophagy mod: autophagy modulators in MEF cells, primary screen, imaging, high-content, MEF GFP-LC3; MEF GFP-LC3 puncta imaging; test concentration mostly 10 µM; calls only at 10 µM (by protocol); hit rate 0.98% among 190,000; AID 463193, 2010;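 active = percentage of spot-positive cells more than 3 SD above its plate mean, without a fluorescence outlier flag or 80% toxicity; inconclusive = no clear call, values can overlap the other calls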;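 note: spot-positive cell cutoff set from DMSO-treated cells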
# WT yeast gro inh mutant strain: also measured in WT yeast gro inh; calls as there; inhibition, %; mitochondrial fusion phenotypic screen, mutant strain inhibition
# Dynein cargo inh cytoplasmic EGFP: second read-out of Dynein cargo inh, no call of its own (marks repeat the call); z-score; measured here: cytoplasmic GR-EGFP intensity; hits give high values
# Dynein cargo inh nuclear GR-EGFP: further read-out of Dynein cargo inh, marked with its call; z-score; measured here: nuclear GR-EGFP intensity;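 lower value marks the stronger effect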
# Dynein cargo inh cell count: further read-out of Dynein cargo inh, marked with its call; z-score; measured here: cell count per field
# Insulin prom up cell count: further read-out of Insulin prom up, marked with its call; cell count; measured here: cytotoxicity, nuclei count;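 total cells summed across four imaged fields per well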
# b-catenin transl cell count 5 µM: also measured in b-catenin transl; calls as there; cell count; measured here: cell count, cytotoxicity flag
# MT stabilizer Hoechst-high %: recorded beside MT stabilizer, whose call it bears; % Hoechst-high responders; measured here: nuclear condensation Hoechst responders;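 share of cells brighter than vehicle mean plus two SD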
# MT stabilizer cytotoxicity %: second read-out of MT stabilizer, no call of its own (marks repeat the call); toxicity, %; measured here: cytotoxicity by cell density;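 0% = mean cell density of plate MIN control wells and 100% = no cells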
# Autophagy mod cell loss 18 h: further read-out of Autophagy mod, marked with its call; toxicity, %; measured here: cell loss, nuclei count;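 cell loss after 18 h compound exposure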
# * hit, by the source's call; i = inactive; u = inconclusive; x = not tested or not shown.
SMILES,Yfh1-off respiration,MT stabilizer,MT stabilizer Hoechst-high %,MT stabilizer cytotoxicity %,AID2073,WT yeast gro inh,WT yeast gro inh mutant strain,HIV peptide binding,Dynein cargo inh,Dynein cargo inh cytoplasmic EGFP,Dynein cargo inh nuclear GR-EGFP,Dynein cargo inh cell count,Insulin prom up,Insulin prom up cell count,b-catenin transl,b-catenin transl cell count 5 µM,Autophagy mod,Autophagy mod cell loss 18 h
Cc1ccc(CN2CCNC(=O)C2CC(=O)N(C)C(C2CC2)C2CC2)o1 (stereo not drawn),i,2.2,2.4,6.7,-0.4%,-13.4,5.3,-0.6%,0.0304,-0.308,0.235,-0.237,1.71,1462,-0.1,1016,i,42.1
COc1ccc(C2=CC(=O)OC3(CCCC3)O2)cc1,i,0.8,0.9,9.6,-4.8%,-9.1,5.4,0.7%,2.42,0.542,1.85,-1.73,0.65,925,x,x,i,-7.8
CC(C)CNC(=O)c1ccccc1NC(=O)CSCc1ccccc1,i,2.6,2.3,10.0,6.9%,7.5,17.8,1.0%,-0.253,-0.156,-0.332,0.217,0.31,782,x,x,i,-3.2
Cc1cc([N+](=O)[O-])ccc1NCc1ccc2ccccc2c1,i,2.7,2.9,2.7,3.3%,3.3,33.3,-0.7%,0.201,-0.183,0.419,-0.636,0.6,1414,0.3,1298,i,22.6
O=C(O)c1ccccc1OCc1ccccc1Cl,i,x,x,x,7.7%,x,x,-1.2%,1.56,-0.834,1.06,-0.166,-0.13,962,-1.2,1315,x,x
O=C(Nc1ccc2c(c1)CCC2)c1ccccc1F,i,3.5,2.3,9.1,6.1%,-12.5,6.6,3.5%,-0.543,-0.231,-0.24,0.413,0.01,1620,-2.1,1099,i,0.6
CCN(CC)c1ccc(NC(=O)CN2CCN(c3ccccc3F)CC2)cc1,i,3.1,1.0,8.7,-2.0%,30.6,36.2,1.6%,-0.646,0.231,-0.0034,0.614,-1.11,1560,-2.4,1356,i,8.7
O=C(COC(=O)C1CCCCC1)Nc1ccc([N+](=O)[O-])cc1,i,1.8,1.9,8.0,-6.5%,5.3,6.4,-0.8%,1.96,-0.368,0.829,-1.27,-0.06,1223,2.7,967,i,29.6
CCOC(=O)CC(=O)CSc1ncnc2c1oc1ccccc12,x,1.5,1.4,7.1,48.8%,-11.2,-10.3,5.2%,-0.588,0.446,-0.191,0.671,0.26,925,-2.6,1123,i,-21.4
Cc1cc2cc(CNC(=O)NC3CCCCC3)ccc2n1C,i,6.6,2.1,4.6,10.1%,-1.5,-4.0,0.8%,-0.15,-0.173,0.132,0.0854,0.38,1883,-1.3,1140,i,4.4
CCOC(=O)c1c(N)nn(C(=O)c2ccccc2)c1-c1ccccc1,i,11.5,1.1,2.2,-8.6%,8.8,4.8,1.5%,0.6,-0.298,0.39,-0.563,0.72,1400,0.6,1527,i,6.5
Cc1ccc(Cn2ccc(NC(=O)c3cc(-c4ccc(F)cc4)on3)n2)cc1,i,3.0,1.7,10.9,21.1%,-3.3,-6.1,-1.7%,-0.358,-0.263,-0.425,0.995,0.71,1321,-3.8,884,i,11.9
Cc1nn(C)c(Oc2cccc(C(F)(F)F)c2)c1C#N,i,2.9,3.9,5.0,1.1%,4.4,6.9,-0.5%,0.875,-0.275,0.584,-0.89,0.03,1339,-3.6,1113,i,-7.1
CCCCNC(=O)Nc1nnc(-c2ccccc2)o1,i,2.1,1.3,2.7,19.0%,3.6,2.8,0.2%,-0.525,0.105,-0.00188,0.923,x,x,-2.1,1192,i,21.1
Cc1ccc2c(c1)NC(=O)C(CC(=O)NCCCN1CCCC1=O)O2 (stereo not drawn),i,6.7,2.1,5.1,-5.7%,-11.1,5.1,1.1%,0.866,-0.0651,0.773,-0.712,0.96,940,x,x,i,2.9
COc1ccc(C(=O)CSc2nc3ccc([N+](=O)[O-])cc3[nH]2)cc1,i,3.9,2.3,12.9,10.7%,3.7,-22.4,1.8%,0.0301,0.0227,0.378,-0.154,-0.49,1505,-3.7,1073,i,25.9
O=C(Cn1nnc(-c2ccc(CN3CCOCC3)cc2)n1)NC1CCCCC1,i,2.6,0.2,8.1,11.3%,0.6,17.2,0.1%,-0.266,-0.252,-0.209,1.73,0.35,1303,1.3,1146,i,-2.4
N#CC(c1ccncc1)(c1ncc(C(F)(F)F)cc1Cl)N1CCOCC1 (stereo not drawn),x,2.8,1.8,2.0,-8.7%,23.6,-9.5,-2.2%,0.311,-0.0774,0.208,-0.522,-0.39,1350,-4.0,1166,i,1.8
CC(OC(=O)CNC(=O)C12CC3CC(CC(C3)C1)C2)C(=O)Nc1ccc(N2CCOCC2)cc1 (stereo not drawn),i,1.2,1.7,10.7,-3.1%,-13.3,-2.0,-0.1%,2.28,0.308,1.78,-1.65,-1.02,931,-0.5,1196,i,-4.1
O=C1CC(N2CCN(c3ccc(S(=O)(=O)N4CCCC4)cc3)CC2)C(=O)N1c1ccc(F)cc1 (stereo not drawn),i,2.7,2.7,4.6,-2.8%,1.3,-7.3,0.8%,-0.963,-0.215,-0.607,0.331,0.38,1178,-0.9,1260,i,-7.0
CC1(C)CC(=O)C2=C(C1)Nc1ccccc1N(C(=O)C1CC1)C2c1ccco1 (stereo not drawn),i,1.5,2.2,0.1,14.9%,-9.2,-2.1,-0.6%,0.209,0.244,0.0742,-0.572,0.52,1148,-0.2,1484,i,-0.9
CN1CCC(=NNC(=O)CSCc2ccccc2)CC1,i,2.7,1.7,11.3,4.2%,0.5,-5.2,-2.9%,-1.21,-0.206,0.0373,1.13,-0.13,1382,-0.3,1321,i,17.2
c1ccc(-c2nc(-c3ccncc3)n[nH]2)nc1,i,x,x,x,8.8%,x,x,-0.8%,-0.863,-0.297,-0.523,1.05,x,x,-0.4,1300,x,x
CCOc1ccccc1NC(=O)c1ccc2nccnc2c1,i,2.8,1.7,2.7,-4.1%,-5.0,-2.4,0.7%,-0.208,-0.272,0.543,-0.0477,-0.1,1195,-4.0,1031,i,-7.9
COC(=O)c1cc(C(=O)CC(C)C)c[nH]1,i,1.7,1.2,4.8,-7.2%,3.5,9.3,0.2%,-0.549,-0.301,-0.19,0.691,-0.19,1383,1.1,1521,i,4.4
CCOCc1nnc(NC(=O)CSCc2ccccc2)s1,i,1.9,2.3,10.2,-0.1%,-10.6,-21.2,-1.7%,-0.419,-0.204,-0.0456,0.1,-0.38,1342,-0.8,1152,i,46.0
Cc1ccccc1-c1nc2ccccc2c(=O)n1/N=C/c1ccccc1[N+](=O)[O-],i,3.5,1.7,2.4,22.6%,-2.3,-10.6,-1.2%,-0.942,-0.00099,0.232,0.865,-0.09,1309,3.2,1398,i,15.6
O=C(CNC(=O)c1ccccc1)NCC(=O)OCc1ccccc1Cl,i,8.3,2.4,1.0,-6.8%,18.7,-5.2,-1.0%,2.75,-0.121,2.55,-2.97,-0.25,1500,3.2,936,i,8.2
O=C(NCc1ccc(F)cc1)c1cccc(S(=O)(=O)N2CCCC2)c1,i,3.0,2.7,9.6,-5.1%,-1.8,-1.3,2.4%,-1.29,-0.0668,-0.466,1.5,x,x,x,x,i,14.2
Cc1nc2cc(C(=O)OCC(=O)Nc3cccc(Cl)c3)ccc2n1-c1ccccc1,i,3.1,1.8,5.2,9.2%,8.9,19.5,1.9%,-0.617,-0.318,-0.601,0.844,-0.49,1525,0.4,1087,i,12.1
Cc1cc(-c2ccccc2)nc2[nH]n(-c3ccccc3)c(=O)c12,i,2.9,2.3,8.1,-8.6%,42.8,0.3,-2.4%,0.881,-0.257,0.504,0.636,-0.35,989,-1.5,1245,i,5.5
Cc1ccc(-c2nnc(OCc3cccnc3)c3ccccc23)cc1,i,2.6,1.4,3.8,-6.1%,34.1,14.1,0.6%,0.00271,-0.249,0.326,-0.0742,0.16,1387,-1.5,1014,i,-5.8
COc1ccc(N=c2scc(-c3ccc(S(=O)(=O)N4CCOCC4)cc3)n2CCCO)cc1,i,3.0,2.6,7.5,-19.7%,-11.5,-18.1,-2.4%,-0.668,-0.195,0.467,0.291,u,x,-1.6,1210,i,-13.6
Cc1c(C(=O)Cc2ccccc2)n(C)c2ccccc12,i,4.7,3.1,2.9,-0.6%,3.4,2.9,0.6%,0.855,-0.00376,0.697,-0.00933,0.04,1284,2.0,1071,i,0.9
O=S(=O)(Nc1ccc(N2CCOCC2)cc1)c1ccc(Cl)s1,i,2.0,2.2,6.9,-29.5%,-19.8,0.8,-4.7%,0.372,-0.118,0.597,-0.232,-0.47,747,-2.9,1142,i,-0.8
COc1cccc(OC)c1C(=O)NC(=S)Nc1ccc2oc(-c3ccncc3)nc2c1,i,5.1,2.3,7.7,23.7%,12.9,26.3,-0.7%,-0.717,-0.0985,0.191,1.05,-1.4,1417,-3.0,1066,i,3.6
C/C(=N\Nc1ncc(Cl)cc1Cl)c1ccc(OC(F)F)cc1,i,5.4,3.7,5.9,4.4%,26.1,17.5,-2.0%,-0.898,-0.0407,-0.104,1.19,-0.17,1530,-1.8,1051,i,-13.1
CCOc1cc(N2CCOCC2)c(OCC)cc1NC(=O)Cc1cccc(OC)c1,i,2.9,1.6,6.7,-4.0%,7.0,-15.7,0.4%,0.68,-0.186,0.452,-0.124,-0.61,1219,-0.1,1401,i,-5.6
